Bioassay records deposited in PubChem BioAssay by National Center for Advancing Translational Sciences (NCATS).
GLS inh – inhibitors of human glutaminase (GLS) | O94925 | GLS enzymatic activity, qHTS titration | Potency, µM (titrated, usually from 45.5 µM), without a hit: top-dose activity change, negative = inhibition, usual class: inhibitors | 410,000 tested, 0.21% active; further: potency means the concentration at half of the fitted maximal effect
Target sequence (O94925 whole entry, looked up): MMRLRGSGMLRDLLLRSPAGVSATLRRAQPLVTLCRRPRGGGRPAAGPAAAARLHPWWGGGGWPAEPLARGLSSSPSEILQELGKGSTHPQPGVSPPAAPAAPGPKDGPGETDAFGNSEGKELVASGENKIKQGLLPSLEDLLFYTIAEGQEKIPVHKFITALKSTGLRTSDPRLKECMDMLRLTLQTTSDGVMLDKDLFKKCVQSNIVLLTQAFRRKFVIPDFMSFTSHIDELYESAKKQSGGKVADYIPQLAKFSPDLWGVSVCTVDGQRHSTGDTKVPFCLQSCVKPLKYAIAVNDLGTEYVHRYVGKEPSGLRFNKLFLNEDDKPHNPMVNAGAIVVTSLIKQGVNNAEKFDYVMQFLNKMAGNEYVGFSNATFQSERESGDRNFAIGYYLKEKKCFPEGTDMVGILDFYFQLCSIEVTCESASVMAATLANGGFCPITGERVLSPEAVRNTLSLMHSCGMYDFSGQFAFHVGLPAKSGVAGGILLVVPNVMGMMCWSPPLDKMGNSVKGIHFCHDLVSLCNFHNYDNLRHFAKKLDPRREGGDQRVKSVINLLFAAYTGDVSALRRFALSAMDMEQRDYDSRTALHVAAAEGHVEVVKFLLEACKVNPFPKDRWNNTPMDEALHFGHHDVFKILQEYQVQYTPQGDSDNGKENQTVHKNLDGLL
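Two-point fluorescence kinetic (t0, 30 min RT) for hKGA; glutamate detected via glutamate oxidase–HRP–Amplex Red. Substrate: 1 mM L-glutamine solution; buffer 45 mM KH2PO4, pH 8.2.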
ALOX12 inh – ALOX12 (human) lipoxygenase inhibition; P18054; purified 12hLO, xylenol orange hydroperoxide absorbance; Potency, µM (doses to about 108 µM), for inactives: top-dose activity change, negative = inhibition, usual class: inhibitors; 580,000 tested, 1.1% active; AID 1671190; further: potency means the concentration at half of the fitted maximal effect
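Purified human 12hLO at 150 nM in 25 mM Hepes, 0.01% Triton X-100, pH 7.0, preincubated 15 min at room temperature with compound. Reaction started with 40 uM arachidonic acid, 30 min at room temperature. Hydroperoxide measured by Fe-xylenol orange, 573/405 nm absorbance ratio.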
PI4K2A inh – blocks human PI4K2A kinase activity; Q9BTU6; activity change, negative = inhibition, % at 76.9 µM; AID 1346378; purified PI4K2A, ADP-Glo luminescence, 1 h; active compounds read low; 420,000 tested, 0.13% active; in the data active means activity change below about -50%; inconclusive means mostly about -30% to -49%;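 further: -100% = wells without enzyme as full effect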
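PI4K2A activity was measured by ADP-Glo luminescence: enzyme (4 ug/mL stock) and phosphatidylinositol (1.2 mM stock) in Tris pH 7.5/MgCl2/EGTA/Triton X-100 buffer were reacted with ATP (300 microM stock) for one hour at ambient temperature.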
Numbers without * were called inactive; ? = inconclusive; [ ] = remark or other dose. Unless noted, the call rests on the fitted dose curve; in most records, active means well fitted inhibition curve with a large enough effect; inconclusive means small, poorly fitted or top-dose-only effect, or another doubt; inactive means no such curve, though single readings can be large or run the other way. Unless noted, on the % scale 0 is the no-effect control and ±100 the full control effect. The list is partial (hit frequency here may not be typical).

SMILES | GLS inh | ALOX12 inh | PI4K2A inh
CC1C(=O)N(Cc2cn(CCC3OCCCO3)nn2)CCS(=O)(=O)N1Cc1ccc(-c2ccc(Cl)cc2)cc1 (centres undefined) | -1.9% | ? | -4.5
C[C@@H]1CN([C@H](C)CO)S(=O)(=O)c2ccc(Br)cc2O[C@@H]1CN(C)C(=O)CN1CCOCC1 | 1.1% | ? | 1.2
CN(CC(=O)Nc1ccc(F)c(F)c1F)C(=O)C1(c2ccccc2)CC1 | -0.1% | 7.5% | -2.2
CC(C)c1ccc(C(=O)N2CCCCC2c2cc(C(=O)NCc3cccnc3)no2)cc1 (centres undefined) | 5.3% | 15.0% | -4.0
CCc1nc2ccc(C(=O)Nc3cccc(OCC(=O)N(C)C)c3)cn2c1N(CCC(C)C)CCN(C)C | 9.9% | ? | -19.2
Cc1ccc([C@H]2C[C@@H](n3cc(-c4ccc(F)cc4)nn3)[C@H](O)CN2C(=O)C2CCCCC2)cc1 | -2.1% | -25.4% | 1.6
CCOC(=O)C1(C)CCCN1C(=O)c1cncc(Br)c1 (centres undefined) | -1.0% | -13.0% | 1.7
CC(C)NC(=O)C1(C)CCN1C(=O)c1ccccc1Oc1ccccc1 (centres undefined) | 15.1% | -8.5% | -4.5
COc1ccc(OC)c(NS(=O)(=O)c2ccc3[nH]c(=O)[nH]c3c2)c1 | 35.6%[activator] | -19.6% | -2.0
CCc1nc2ccc(C(=O)NCCOc3ccc(OC)cc3)cn2c1N(C)Cc1ccc(OC)cc1 | -0.6% | 19.6% | -0.2
CCOc1ccc(/C=N/Nc2cc(N3CCOCC3)ncn2)c(O)c1 | -0.7% | 1.3% | -7.3
COC(=O)C1CCN(C2CN(Cc3ccccc3)S(=O)(=O)C2)CC1 (centres undefined) | -0.4% | -2.1% | 3.1
CCCCCCCCN1C(=O)[C@H](CC(=O)N2CCN(C(=O)c3ccco3)CC2)C[C@@]2(C(=O)OC)CCCCC=C12 | -2.0% | ? | -0.5
CCc1nc2c(OCc3ccc(C(=O)OC)cc3)cccn2c1N(C)C(=O)c1ccc(OC)cc1 | 1.7% | 1.2% | -3.7
CCOC(=O)Cc1ccc(Nc2nc(NCc3cccs3)nc3ccsc23)cc1 | -0.4% | -0.5% | 0.3
Cc1ccc(C(=O)Nc2ccncc2)cc1S(=O)(=O)N1CCCCC1 | 1.2% | -8.5% | -5.2
CCNC(=O)C1(C)CCCN1Cc1cccc(C(F)(F)F)c1 (centres undefined) | 1.7% | -8.9% | 1.5
COc1cccc(NC(=O)C2(C)CCN2Cc2ccc(-c3ccccc3)o2)c1 (centres undefined) | -12.5% | -3.8% | -3.0
COc1ccc(S(=O)(=O)NC(=O)C2(C)CCN2C(=O)Cc2cc(C)cc(C)c2)cc1 (centres undefined) | 2.5% | -1.3% | -0.8
COCC(=O)Nc1ccc(S(=O)(=O)Nc2onc(C)c2C)cc1 | 0.8% | -21.9% | 0.3
CCN1C(=O)[C@H]2[C@@H](c3ccc(C)cc3)N[C@]3(CCCN(Cc4ccco4)C3=O)[C@H]2C1=O | -6.7% | -15.3% | -3.4
O=C(O)c1cscc1-c1cccc2ccccc12 | 1.9% | 0.0% | 2.2
CCOC(=O)C1(Cc2ccccc2C)CCCN(C(=O)c2ccc(C(C)=O)s2)C1 (centres undefined) | -6.5% | -0.5% | 3.8
COC(=O)[C@@H](Cc1ccccc1)NC(=O)[C@H]1O[C@@H](n2cnc3c(N)ncnc32)[C@H](O)[C@@H]1O | 0.3% | -23.4% | -3.2
C[C@H](CO)N1C[C@H](C)[C@@H](CN(C)C(=O)c2cnccn2)Oc2cc(C#CCC3CCCC3)ccc2S1(=O)=O | -25.9% | 35.5µM* | -19.5
C#CCNC(=O)C[C@@H]1C[C@@]2(C(=O)OCC)CCCC=C2N(Cc2ccco2)C1=O | 13.6% | 20.4% | -0.1
O=S(=O)(Nc1cccc(F)c1)c1ccc(S(=O)(=O)N2CCOCC2)cc1 | 2.7% | -14.2% | 2.4
CC(C)C(N)c1csc(Nc2ccccn2)n1 (centres undefined) | 13.3% | 17.9% | -2.0
CCOC1=C2[C@@H](CN(S(=O)(=O)c3ccc(C)cc3)[C@H]2c2ccccc2F)[C@H]2C(=O)N(C3CCCCC3)C(=O)[C@H]2C1 | 3.6% | -6.5% | 3.1
CCNC(=O)C1(C)CCCN(Cc2cccc3ccccc23)C1 (centres undefined) | 6.5% | 12.6% | -3.5
c1csc(CNc2nc(NCC3CCCCC3)c3sccc3n2)c1 | -3.4% | ? | 0.9
OC(c1ccc(-c2ccccc2)cc1)c1ncc(-c2cccc(F)c2)[nH]1 (centres undefined) | -3.6% | 2.0% | -0.4
Fc1cc(Cl)ccc1Nc1nc(NCc2ccccc2)nc2ccsc12 | 3.2% | ? | -4.2
CC1=C(C(=O)N(C)C)CC(CC(=O)NCCN2CCOCC2)C(=O)N1Cc1ccc(C(C)(C)C)cc1 (centres undefined) | -0.1% | 13.2% | -0.9
CCCCn1nnnc1C(c1cc2ccccc2o1)N1CCN(c2ncccc2C#N)CC1 (centres undefined) | -0.7% | 14.9% | 2.4
CCN(CC)C(=O)C1=C(C)N(Cc2ccc(OC)cc2)C(=O)C(CC(=O)NCCN2CCOCC2)C1 (centres undefined) | 1.5% | 15.8µM* | -10.4
COc1ccc2sc(-c3ccccc3OC)c(-c3ccc(SC)cc3)c2c1 | -15.7% | -0.2% | 3.4
COc1ccc(S(=O)(=O)NC(=O)C2(C)CCN2C(=O)CCC2CCCC2)cc1OC (centres undefined) | 0.1% | ? | -3.2
OC(c1ccc(F)c(F)c1)c1nc(-c2ccncc2)cs1 (centres undefined) | 0.2% | 7.1% | 0.1
OC(c1ccc(F)c(F)c1)c1nc(-c2cccc(F)c2)cs1 (centres undefined) | 8.0% | ? | 0.8
CCNC(=O)C1CCCN(C(=O)c2ccc(C(F)(F)F)cc2)CC1 (centres undefined) | 0.9% | -0.4% | -0.3
Cc1ccc2nc(C3CCCCC3)c(Cc3cccc(Cl)c3)n2c1 | 1.9% | 0.0% | -2.6
O=C(Nc1ccccc1Cl)c1cc(C2CCCN(C(=O)CCc3ccccc3)C2)on1 (centres undefined) | 4.4% | -2.6% | -0.1
COc1ccccc1NC(=O)C(CC(=O)O)Cc1cc(C)cc(C)c1 (centres undefined) | -3.5% | -6.1% | 7.1
CC1(C)CC(=O)C=C(c2ccccc2-c2ccc(S(C)(=O)=O)cc2)C1=O | -0.2% | -7.6% | -0.9
Cc1cccc(C(O)c2ncc(-c3cccc(C(F)(F)F)c3)[nH]2)c1C (centres undefined) | -2.3% | -2.6% | -1.6
CCOC(=O)CC(=O)Nc1cc2ccc(OC)c(OC)c2cc1C(=O)OCC | -0.5% | -9.7% | 1.7
NC(c1ccccc1)c1csc(Nc2ccc(C(=O)NCCCO)cn2)n1 (centres undefined) | 24.4% | 24.5% | -4.1
COc1ccc(Cl)cc1C(=O)OCC(=O)c1c(N)n(C)c(=O)n(C)c1=O | 0.1% | -26.4% | -70.7*
C/C=C1\NC(=O)[C@H](C)NC(=O)[C@@H](NC(=O)[C@H](Cc2ccc(O)cc2)NC(=O)[C@@H](NC(=O)/C(C)=C/C)C(C)C)[C@@H](C)OC(=O)[C@H](CC(C)C)NC(=O)[C@@H](CCC(=O)O)NC1=O | 17.4% | 9.9% | -4.9

New compounds follow:
SMILES | GLS inh | ALOX12 inh | PI4K2A inh
CC1(C(=O)NS(=O)(=O)c2cccc(Cl)c2)CCN1C(=O)CC1CCCC1 (centres undefined) | -2.3% | -19.9% | 3.6
COc1ccc(CNC(=O)C[C@@H]2C[C@H]3c4cc(NC(=O)NC5CCCC5)ccc4O[C@H]3[C@H](CO)O2)cc1 | 16.3% | ? | 1.1
C[C@@H]1CN([C@H](C)CO)C(=O)c2cc(C#Cc3ccccc3F)cnc2O[C@@H]1CN(C)S(=O)(=O)c1ccccc1F | -2.9% | -23.5% | -1.7
COc1cccc(-c2nc(-c3ccccc3)c3ccc(Cl)cc3n2)c1 | 1.1% | ? | 3.3
CCN(c1ccccc1)S(=O)(=O)c1ccc(Cl)c(NC(=O)CSc2nc(N)cc(=O)[nH]2)c1 | 3.2% | -4.3% | 2.5
CN(C)c1cccc(CNC(=O)c2csc([C@@H]3C[C@H](O)[C@@H](CO)O3)n2)c1 | 31.5%[activator] | -0.2% | -0.7
CN(C)CC(=O)Nc1ccc2c(c1)[C@H]1C[C@H](CC(=O)NCc3ccc4c(c3)OCO4)O[C@H](CO)[C@H]1O2 | 0.0% | -1.4% | -4.1
C(=NNc1nnn(Cc2ccccc2)n1)c1ccccc1 | 6.6% | 0.3% | 3.5
O=C(COC(=O)c1ccccc1)NCCCCc1ccccc1 | 0.3% | 3.1% | -3.0
CCCCNC(=O)C1(C)CCCCN1CC(=O)c1ccc(OC)cc1 (centres undefined) | -1.5% | -28.8% | 5.2

Copied from the list:
PI4K2A inh result of C(=NNc1nnn(Cc2ccccc2)n1)c1ccccc1 reads 3.5
ALOX12 inh result of O=C(COC(=O)c1ccccc1)NCCCCc1ccccc1 reads 3.1%
PI4K2A inh result of COc1cccc(-c2nc(-c3ccccc3)c3ccc(Cl)cc3n2)c1 reads 3.3

(next part)
SMILES | GLS inh | ALOX12 inh | PI4K2A inh
COc1cccc(-c2cnc3c(NC=O)cc(-c4ccc(N(C)C)cc4)cn23)c1 | 14.3% | -19.1% | -15.7
COc1ccc(Br)c(Cn2c(C)c(C(=O)NCc3ccc4c(c3)OCCO4)sc2=O)c1 | 2.7% | -9.0% | 122.9
O=C(NNC(=O)c1csc(-c2cccs2)n1)c1ccc(Cl)cc1 | 7.5% | ? | -0.7
Cc1cc(F)ccc1-c1cc(C(=O)NCc2cc(C(F)(F)F)cc(C(F)(F)F)c2)[nH]n1 | -0.8% | -16.3% | -1.1
COc1ccc(C(=O)N2CCC(C)(C(=O)NS(=O)(=O)C3CC3)C2)c(OC)c1 (centres undefined) | -9.7% | -29.6% | 1.5
COc1ccc(NC(=O)Nc2ccc3c(c2)C(=O)N([C@H](C)CO)C[C@H](C)[C@H](CN(C)Cc2ccc(C(=O)O)cc2)OCCCC[C@@H](C)O3)cc1 | 10.5% | ? | -2.5
CC(=O)Nc1cc(-c2ccc(N3CCN(C)CC3)cc2)cn2c(-c3ccc(F)cc3)cnc12 | 7.3% | ? | -2.1
O=C1CC=Nc2ccc([N+](=O)[O-])cc21 | -9.4% | 11.3% | 13.2
C[C@@H]1CN([C@H](C)CO)C(=O)CCCn2nncc2CO[C@H]1CN(C)Cc1ccc2cccnc2c1 | 3.8% | -4.1% | -0.1
Cc1cn([C@H]2C[C@H](O)[C@@H](CNS(=O)(=O)c3ccc(NS(=O)(=O)N(C)C)cc3)O2)c(=O)[nH]c1=O | -5.7% | 0.0% | -0.5
CC(C)COC(=O)N(C)C[C@@H]1OCc2cnnn2CCCC(=O)N([C@H](C)CO)C[C@H]1C | 0.0% | 5.0% | -3.1
CC1(C(=O)NS(=O)(=O)c2cccc(C#N)c2)CCN1C(=O)Cc1ccccc1 (centres undefined) | 6.1% | -5.7% | -0.5
CCc1cc(-c2nnn(CCC3COCCO3)c2CC)ccc1-c1cn(Cc2ccccc2)nn1 (centres undefined) | 0.1% | -7.6% | 3.4
c1ccc(-c2cc(-c3cc(-c4ccccc4)on3)no2)cc1 | -0.7% | 16.4% | -0.4
COc1ccc2c(c1)nc(-c1cccc(Br)c1)c(=O)n2C(c1ccccn1)c1nc2ccccc2[nH]1 (centres undefined) | 5.4% | ? | -16.8
COCCNc1nc(Oc2ccc(C(N)=O)cc2)c2sccc2n1 | 5.9% | 1.2% | -4.6
O=[N+]([O-])c1ccc2cn(C3OC(CO)C(O)C3O)nc2c1 (centres undefined) | -2.1% | -8.5% | 7.4
CCNC(=O)C1(C)CCN(C(=O)c2cc(OC)c(OC)c(OC)c2)C1 (centres undefined) | 4.8% | 5.9% | 1.1
CCOc1ccc(S(=O)(=O)N2CCCCC2)cc1NC(=O)C1CCCC1 | -9.7% | -8.6% | 6.6
Cn1cnc2ncnn2c1=S | -12.8% | -9.0% | 6.4

Compounds from the list above containing a nitro group on carbon:
SMILES | GLS inh | ALOX12 inh | PI4K2A inh
O=C1CC=Nc2ccc([N+](=O)[O-])cc21 | -9.4% | 11.3% | 13.2
O=[N+]([O-])c1ccc2cn(C3OC(CO)C(O)C3O)nc2c1 (centres undefined) | -2.1% | -8.5% | 7.4
